hcDAF-12 act: H. contortus DAF-12 nuclear receptor activators, primary screen, cell-based, luminescence, HEK293, lit1-tk-luc reporter; HEK293 hcDAF-12 lit1-tk-luc reporter; 0% DMSO, 100% Δ7-dafachronic acid; activation, % at 6.8 µM; hit rate 1.4% among 370,000; AID 652067, 2013;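 active = activation above the mean of all tested compounds plus 3 SD, cut at about 5.5% in these data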;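 note: 100% = response to 3 µM Δ7-dafachronic acid high control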
KLK7 zymogen act: proKLK7 zymogen activators, primary screen, biochemical, fluorescence intensity. purified proKLK7, EDANS-DABCYL substrate fluorescence; 100% is mature enzyme control, 0% vehicle. Kallikrein-7 (Homo sapiens), P49862. hit rate 0.9% among 370,000. activation, % at 7 µM. AID 652039, 2013;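 active = activation above the mean of all tested compounds plus 3 SD, computed per campaign excluding outliers beyond control limits, cut at about 13% in these data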
Target sequence (P49862 whole entry, looked up): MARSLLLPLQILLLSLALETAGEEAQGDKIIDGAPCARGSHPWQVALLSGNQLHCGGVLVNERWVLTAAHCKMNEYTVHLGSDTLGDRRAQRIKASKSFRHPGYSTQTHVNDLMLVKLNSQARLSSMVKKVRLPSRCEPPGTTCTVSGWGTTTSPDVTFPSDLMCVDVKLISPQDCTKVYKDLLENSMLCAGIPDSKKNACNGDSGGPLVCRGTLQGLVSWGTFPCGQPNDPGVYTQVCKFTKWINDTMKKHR
SMARCA2 act: SMARCA2 (BRM) function activators, primary screen, cell-based, luminescence, high throughput. MG213 cells, MMTV-luciferase reporter, dexamethasone, overnight. activation, % at 9.1 µM. hit rate 1% among 370,000. AID 652017, 2013; in the data active = activation above about 7.8%;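 note: 0% = vehicle wells and 100% = reference activator wells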
FXN GAA850 act: FXN promoter activators, primary screen, cell-based, luciferase luminescence, HEK293 lucGAA850; activation, % at 6 µM; hit rate 0.56% among 360,000; AID 540364, 2011; HEK293 lucGAA850 FXN promoter luciferase reporter, 24 h; percent of 10 µM SAHA response;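 active = activation above the average of all compounds screened plus 3 SD, cutoff fixed separately per campaign, cut at about 7.5% in these data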;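 note: 0% = DMSO wells and 100% = 10 µM SAHA wells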
sPLA2-III inh: human group III sPLA2 inhibitors, primary screen, biochemical, QFRET, BODIPY PC-A2 liposome substrate; QFRET BODIPY PC-A2 liposome hydrolysis, fluorescence; hit rate 0.56% among 370,000; AID 743126, 2013; inhibition, % at 12.2 µM;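 active = inhibition above mean plus 3 SD of compounds lying within the high and low control bounds, cut at about 19% in these data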;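 note: 0% = median of test compound wells and 100% = no enzyme DMSO wells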
Target sequence (Q9NZ20 whole entry, looked up): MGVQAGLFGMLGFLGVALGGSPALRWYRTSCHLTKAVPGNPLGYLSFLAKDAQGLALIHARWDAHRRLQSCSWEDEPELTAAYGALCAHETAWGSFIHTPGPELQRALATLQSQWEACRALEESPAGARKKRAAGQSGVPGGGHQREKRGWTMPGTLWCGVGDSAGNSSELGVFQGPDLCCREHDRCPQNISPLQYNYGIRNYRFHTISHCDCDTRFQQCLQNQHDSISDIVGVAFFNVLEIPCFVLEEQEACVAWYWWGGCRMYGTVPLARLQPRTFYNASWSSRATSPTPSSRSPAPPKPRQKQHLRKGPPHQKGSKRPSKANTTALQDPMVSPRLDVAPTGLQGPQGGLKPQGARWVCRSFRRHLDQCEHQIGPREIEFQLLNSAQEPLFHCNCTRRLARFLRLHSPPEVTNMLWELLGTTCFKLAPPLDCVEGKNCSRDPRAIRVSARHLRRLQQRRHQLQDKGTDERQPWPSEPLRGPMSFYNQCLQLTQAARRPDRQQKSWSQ
DAX1 inh-1: DAX1 (NR0B1) inhibitors, primary screen, cell-based, HEK293, Gal4-DAX1, luciferase luminescence; HEK293 Gal4-DAX1 luciferase reporter; inhibition, % at 6.75 µM; hit rate 0.99% among 340,000; AID 504766, 2011;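 active = inhibition above the mean over all tested compounds plus 3 SD, cut at about 4.2% in these data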;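 note: 0% = DAX1-transfected cells with DMSO and 100% = empty-vector control cells with DMSO; inhibition shows as a rise in luminescence from relieved DAX1 repression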
Target sequence (P51843 207-470 limits assumed): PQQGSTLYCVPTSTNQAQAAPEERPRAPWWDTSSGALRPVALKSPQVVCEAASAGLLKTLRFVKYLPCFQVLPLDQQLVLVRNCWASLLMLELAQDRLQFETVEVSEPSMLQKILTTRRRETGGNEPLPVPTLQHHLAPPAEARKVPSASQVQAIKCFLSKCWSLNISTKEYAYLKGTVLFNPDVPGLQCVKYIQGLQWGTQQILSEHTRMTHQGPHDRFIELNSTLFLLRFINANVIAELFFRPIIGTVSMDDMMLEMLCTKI
hgDAF12 agonist: H. glycines DAF-12 receptor agonists, primary screen, cell-based, luminescence, HEK293, GAL4 fusion, UAS-luciferase. Nuclear hormone receptor DAF-12 (Heterodera glycines), GAL4 fusion. AID 687014, 2013. activation, % at 6.8 µM. hit rate 1.8% among 370,000. HEK293 GAL4-hgDAF12 UAS-luciferase reporter, agonist luminescence; normalized to butyrate control;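 active = activation above a cutoff set at the mean of all screened compounds plus 3 SD, cut at about 10% in these data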;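 note: 0% = DMSO wells and 100% = sodium butyrate wells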
ssDAF-12 act: S. stercoralis DAF-12 nuclear receptor activators, primary screen, cell-based, luminescence, HEK293, GRIP1 co-expression, lit1-tk-luc; Nuclear hormone receptor DAF-12 (Strongyloides stercoralis); HEK293 ssDAF-12/GRIP1 lit1-tk-luc reporter; % of 3 µM dafachronic acid response; activation, % at 6.8 µM; hit rate 1% among 370,000;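 active = activation above the mean over all tested compounds plus 3 SD, cut at about 0.9% in these data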;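 note: 0% = DMSO-only wells and 100% = 3 µM delta7-dafachronic acid wells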
GC-A act: GC-A stimulated cGMP production enhancers – HEK293 GC-A cells, cGMP TR-FRET, EC30 ANP, primary screen; hit rate 0.14% among 370,000; 0% at EC30 ANP, 100% saturating ANP; activation, % at 10 µM; AID 1671463, 2021; in the data active = activation above about 40%
NPR2 activator: human GC-B receptor activators, primary screen, HEK293 GC-B cells, cGMP TR-FRET, EC30 CNP. hit rate 0.11% among 370,000. activation, % at 10 µM. Atrial natriuretic peptide receptor 2 (Homo sapiens), P20594. 0% at EC30 CNP, 100% saturating CNP;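 active = activation at 10 µM reaching about 35% in either raw or pattern-adjusted values, limit read from the data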
DAX1 inh-2: DAX1 (NR0B1) inhibitors on StAR promoter, primary screen, cell-based, luminescence, SF-1 (NR5A1), full-length DAX-1 | inhibition, % at 6.8 µM | AID 652010, 2013 | hit rate 1.1% among 370,000 | HEK293T StAR-luciferase reporter, SF-1/DAX-1 repression relief;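 active = inhibition above the mean over all tested compounds plus 3 SD, cut at about 3.6% in these data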;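 note: 0% = DAX-1 cells with DMSO and 100% = cells lacking DAX-1 with DMSO; higher inhibition means more luminescence from relief of DAX-1 repression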
* hit, by the source's call; x = no result given.

| cpd | SMILES | sPLA2-III inh | GC-A act | SMARCA2 act | ssDAF-12 act | KLK7 zymogen act | DAX1 inh-1 | NPR2 activator | FXN GAA850 act | hgDAF12 agonist | DAX1 inh-2 | hcDAF-12 act |
| --- | --- | --- | --- | --- | --- | --- | --- | --- | --- | --- | --- | --- |
| 1 | Cc1cccc(C)c1NC(=O)C(NC(=O)c1ccccn1)c1ccc([N+](=O)[O-])cc1 (stereo unspecified) | 0 | -2 | -1 | -1.0 | 0.4 | -0.4 | 2 | -3.4 | 0.6 | 0.2 | 0.7 |
| 2 | Nn1cnc2c(c1=O)C1(CCCCC1)Cc1ccccc1-2 | -3 | -5 | 4 | -1.0 | -0.5 | -1.0 | -15 | 1.3 | -1.0 | -0.2 | -3.1 |
| 3 | COc1ccc(-c2nc(CCl)cs2)cc1OC | 5 | 1 | 2 | -1.2 | 0.8 | 0.1 | -3 | 0.9 | 0.4 | 1.6 | -0.4 |
| 4 | O=C(NC1CCCCCC1)c1c(F)c(F)c(F)c(F)c1F | 4 | 3 | 3 | -1.0 | 0.5 | 0.1 | -3 | 0.4 | 3.2 | -1.2 | -1.5 |
| 5 | CCOC(=O)c1ccc(N/C(=N\S(=O)(=O)c2ccccc2C)c2ccccc2)cc1 | -34 | -3 | 2 | -1.1 | 0.4 | -1.1 | 4 | 5.0 | 0.2 | -0.6 | -2.0 |
| 6 | Cc1ccc(S(=O)(=O)Nc2ccc3c(c2)C(=O)N([C@H](C)CO)C[C@H](C)[C@@H](CN(C)Cc2ccccc2)O3)cc1 | -33 | 0 | -2 | -1.3 | 0.9 | 2.1 | 5 | 0.3 | -0.8 | -0.6 | -1.0 |
| 7 | O=C(CNC(=O)C12CC3CC(CC(C3)C1)C2)OCc1ccc(F)cc1Cl | 2 | 2 | -1 | -1.0 | 0.2 | -0.1 | 0 | 1.1 | -1.2 | -0.4 | 1.1 |
| 8 | C/C(=N\NC(=O)Cc1ccc(Cl)cc1)c1ccccc1O | 12 | 0 | -2 | -1.6 | -0.7 | 0.1 | -4 | -0.5 | -0.4 | 0.0 | 0.2 |
| 9 | O=C(NCc1ccccc1)C1=C[C@@H](C2CC2)C[C@@H](OCc2ccc(CO)cc2)O1 | -3 | -3 | -1 | -1.1 | -0.1 | 0.2 | 2 | -0.5 | -1.8 | 0.3 | -0.7 |
| 10 | COc1ccc(NC(=O)c2cc(-c3ccccc3Cl)on2)cc1OC | -6 | 10 | 2 | -1.6 | -3.2 | -1.9 | 4 | 0.9 | 2.9 | -0.3 | -2.3 |
| 11 | O=C1Cc2cc(S(=O)(=O)N3CCN(c4ccc(O)cc4)CC3)ccc2N1 | -3 | -2 | -4 | -0.7 | 1.0 | x | -1 | -1.2 | -3.0 | -4.1 | -1.2 |
| 12 | Cc1ccccc1N=Nc1c(O)[nH]c2ccccc12 | -5 | -4 | 3 | 2.2* | -0.5 | x | 0 | 0.8 | 11* | 0.3 | 6.6* |
| 13 | COc1cc(C(=O)OCC(=O)NC2CCCCC2)cc(OC)c1OC | 9 | -4 | -5 | -0.9 | 0.2 | -0.1 | -3 | -1.3 | -0.1 | -1.2 | -1.5 |
| 14 | COc1cccc(N(C(=O)c2ccco2)C(C(=O)NC2CCCC2)c2cccnc2)c1 (stereo unspecified) | 1 | -7 | 2 | -1.2 | -0.3 | -0.2 | -3 | 0.3 | 1.0 | -0.1 | 1.2 |
| 15 | COc1ccc(NC(=S)N2CCN(C(=O)c3ccco3)CC2)c(OC)c1 | 2 | -1 | 4 | -0.9 | -1.1 | 0.3 | 3 | 0.1 | 0.4 | 0.2 | -2.0 |
| 16 | O=C(/C=C/c1cccc([N+](=O)[O-])c1)Nc1cccc(NC(=O)c2ccco2)c1 | -23 | 11 | 2 | -2.1 | 0.0 | -1.9 | 1 | 0.2 | -3.4 | -1.6 | -1.0 |
| 17 | CC1=[N+](C)N(c2ccccc2)C(=O)C1N=C/C=C/c1ccccc1 (stereo unspecified) | 0 | -2 | 1 | -1.2 | -0.9 | 2.6 | -4 | -0.6 | -2.3 | 0.5 | 0.2 |
| 18 | N#Cc1cccc(CS(=O)(=O)c2ccc(Cl)cc2)c1 | -1 | -3 | -4 | -1.0 | -0.5 | -0.1 | -2 | 0.6 | -1.8 | -0.4 | -1.8 |
| 19 | NCc1ccccc1CS(=O)(=O)N1CCOCC1 | 0 | 2 | -1 | -1.1 | 0.0 | 0.5 | 2 | 0.9 | 0.6 | -1.7 | 1.3 |
| 20 | C=CC(C)Sc1nc2c(c(=O)n(C)c(=O)n2C)n1Cc1ccccc1Cl (stereo unspecified) | 5 | 9 | -2 | -1.7 | -0.1 | 1.0 | 12 | 0.7 | 1.9 | 1.8 | -2.7 |
| 21 | CCn1nc2cc(C(=O)NCC34CC5CC(CC(C5)C3)C4)ccc2c1OC | -4 | 0 | 1 | -1.5 | -18 | -0.6 | 9 | -0.6 | -1.0 | -0.3 | -0.3 |
| 22 | COC(=O)[C@]1(C)N[C@H](c2ccc(-c3ccc(Cl)c(Cl)c3)cc2)[C@@H]2C(=O)N(C)C(=O)[C@@H]21 | 3 | 13 | 0 | -1.2 | 0.3 | 0.6 | 6 | -0.5 | 0.9 | 0.7 | 0.7 |
| 23 | COC(=O)c1ccc(COc2cccc(OC)c2)o1 | 4 | -3 | 2 | -0.9 | 0.0 | 0.4 | 1 | 3.6 | -0.1 | 1.4 | -2.7 |
| 24 | CC(=O)COc1c(-c2ccco2)oc2ccccc2c1=O | 1 | 1 | -1 | -0.9 | 2.7 | 0.8 | -5 | 1.8 | 3.5 | -0.1 | 0.1 |
| 25 | COc1ccc(-c2cc(NC(C)=O)c3ncc(-c4ccc(OC)c(OC)c4)n3c2)c(OC)c1 | -7 | 23 | 2 | -1.9 | -1.9 | x | 28 | 4.9 | -1.5 | -1.8 | -3.7 |
| 26 | O=C(O)C1CCCN(S(=O)(=O)c2ccc(Br)s2)C1 (stereo unspecified) | 0 | 3 | 0 | -1.8 | 0.1 | 0.5 | -2 | 3.3 | -1.4 | 1.4 | 0.5 |
| 27 | COc1ccc(/C=C/C(=O)Nc2ccccc2C(=O)N2CCCC2)cc1 | 5 | -4 | 0 | -1.6 | -0.1 | 0.1 | -3 | 0.2 | 0.0 | 1.0 | 0.1 |
| 28 | CC(=O)NC1C(OCCOc2ccc(Cl)cc2Cl)OC(COC(C)=O)C(OC(C)=O)C1OC(C)=O (stereo unspecified) | 2 | -1 | -1 | -1.0 | 0.0 | 1.2 | -1 | -1.1 | 0.9 | 0.9 | -2.3 |
| 29 | COc1ccc(OC)c(NC(=O)Cc2coc3ccc4ccccc4c23)c1 | -7 | -28 | -4 | -1.4 | 0.4 | 0.3 | -23 | 0.9 | -2.4 | -0.7 | -2.7 |
| 30 | Cc1ccc(S(=O)(=O)NCCC(=O)NC2CC2)cc1 | 0 | 3 | -1 | -0.8 | -0.5 | 0.6 | -4 | 1.5 | 0.0 | 0.3 | -2.0 |
| 31 | Cc1ccc(N2C(=O)c3n[nH]c(C)c3C2c2ccccn2)cc1 (stereo unspecified) | -1 | -7 | 6 | -1.7 | -0.3 | -0.5 | -4 | -0.9 | 0.3 | -0.1 | -1.4 |
| 32 | COc1ccc(S(=O)(=O)Nc2ccc(O)c(Sc3nc4ccccc4s3)c2)cc1 | -21 | -5 | -3 | -0.7 | -0.5 | 0.0 | 4 | 2.5 | -2.7 | 1.1 | 2.7 |
| 33 | CON=C(C(=O)NC1C(=O)N2C(C(=O)O)=C(CSc3nc(=O)c(=O)[nH]n3C)CSC12)c1csc(N)n1 (stereo unspecified) | 1 | -1 | -1 | -2.0 | 0.8 | 0.8 | 1 | 1.2 | -0.7 | 0.7 | 2.1 |
| 34 | COc1ccc(CN2C(=O)c3ccc(C(=O)O)cc3C2=O)cc1 | -7 | 4 | 1 | -1.0 | 0.0 | 1.3 | 1 | 0.4 | -1.4 | -0.3 | -1.3 |
| 35 | COc1ccc(CN2C(=O)C(CC(C)C)Nc3ncnc(N4CCOCC4)c32)cc1 (stereo unspecified) | 5 | -3 | 2 | -1.4 | 0.8 | 0.1 | 5 | 0.8 | -0.5 | 0.5 | -2.3 |
| 36 | COc1ccc(CN2CCNC(=O)C2CC(=O)N(C)Cc2ccno2)c(F)c1 (stereo unspecified) | 8 | 3 | 0 | -1.0 | 0.1 | 1.1 | 2 | 0.6 | -0.4 | 0.9 | -0.2 |
| 37 | CC(=O)NC(NC(=S)Nc1ccccc1Br)C(Cl)(Cl)Cl (stereo unspecified) | 1 | 8 | -5 | -1.6 | 0.2 | 1.0 | 4 | 0.8 | -1.2 | -0.6 | -0.7 |
| 38 | CCOC(=O)N/N=C(\C)c1ccccc1OC(F)F | 4 | 1 | -1 | -1.6 | 0.5 | 0.6 | 3 | -1.6 | -0.4 | 0.4 | -0.2 |
| 39 | O=C(NCCCN1CCCC1=O)c1ccc(Cl)c(NS(=O)(=O)c2ccc(F)cc2)c1 | -4 | 0 | -2 | -0.7 | -0.6 | 0.6 | 3 | 1.1 | -1.2 | 0.1 | -0.8 |
| 40 | S=c1[nH]nc(-c2cccc(Cl)c2)n1CCN1CCCCC1 | 10 | 1 | 0 | -1.5 | -0.3 | 0.1 | -1 | -0.6 | 2.4 | -0.2 | -1.1 |
| 41 | Cc1cc(Cl)ccc1N(CC(=O)N(C)Cc1ccccc1)S(C)(=O)=O | 1 | 4 | -1 | 0.4 | 0.1 | -0.5 | 2 | 0.5 | -1.7 | -0.6 | 0.1 |
| 42 | C/C(=N\NC(=O)c1ccncc1)c1cc2ccccc2oc1=O | -4 | 1 | -1 | -1.4 | 0.1 | 1.8 | 3 | 0.9 | 1.4 | 0.2 | 1.2 |
| 43 | CCOC(=O)C1=CCC(c2ccc(Cl)cc2)N(S(=O)(=O)c2ccc(C)cc2)C1 (stereo unspecified) | 5 | -3 | -4 | -1.2 | -0.2 | x | -4 | x | 1.6 | -1.6 | -1.8 |
| 44 | O=C(N/N=C/c1ccc([N+](=O)[O-])s1)c1ccccc1 | -2 | 3 | -8 | -2.7 | 0.4 | -1.9 | -1 | -6.7 | -13 | -4.6 | -5.0 |

Screening data (PubChem)
